Bioassay records as filed in PubChem BioAssay.
APP 5UTR inh – APP translation inhibition. SH-SY5Y APP 5'UTR-luciferase reporter, luminescence. inhibition, % at 2 µM. 190,000 tested, 0.82% active. AID 1285;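 active = inhibition above a set limit, derived from the sample mean plus 3 SD, cut at about 45% in these data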; also: values of inactives mirror those of a sister screen read the other way
NF-kB expr up – raises NF-kB expression in human neuronal cells. NF-kB reporter expression; stronger effect = higher value. fold change at 12.5 µM. 190,000 tested, 1.6% active; in the data active = fold change above about 3.3
FLuc inhib CS – counter-screen for luciferase assay inhibitors: firefly luciferase inhibition. AID 1006. ATPLite firefly luciferase biochemical luminescence, 10 min. inhibition, % at 10 µM. 200,000 tested, 1.5% active. P08659;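 active = inhibition above about 50% when tested at 10 µM, limit read from the data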
Diaph inh CS – diaphorase inhibition or chemical oxidation counter-screen; diaphorase resazurin-to-resorufin fluorescence, NADH, 16 min; bacterial (C. kluyveri) enzyme, not human; inhibition, % at 20 µM; 190,000 tested, 0.69% active; AID 1217;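 active = primary screen inhibition at 20 µM above a set limit, cut at about 50% in these data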;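 also: plate controls were DMSO with full reaction for no effect and wells lacking NADH for full effect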
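Test system: bacterial diaphorase enzyme (C. kluyveri); Quantity: 0.14 U/mL diaphorase, enzyme working solution; Times: reaction incubation of 16 min at room temperature; Measured by: fluorescence of resorufin formed from resazurin, Ex 544/Em 590 nm; Benchmarks: positive control minus NADH, DMSO neutral control.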
TLR4-MyD88 BLA – TLR4-MyD88 interaction inhibition in cells; inhibition, % at 8.4 µM; O00206+Q99836; HeLa CL3-4 TLR4/MyD88 BLA complementation, FRET ratio; 200,000 tested, 0.18% active; in the data active = inhibition above about 25%;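 also: 0% = vehicle and 100% = reference inhibitor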
STAT1 activator – STAT1 signaling activation; activation (% of control), % at 5.5 µM; NIH 3T3 STAT1-luciferase reporter, IFN-gamma, luminescence; 100% = IFN-gamma alone, no compound; 200,000 tested, 2.6% active;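 active = activation above the screen-wide mean activation plus 3 SD, cut at about 130% in these data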;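 also: raw ratio to IFN-gamma control signal so 100% means no change and 0% no light; values of inactives mirror those of a sister screen read the other way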
G6PDH counter – counter-screen for G6PDH assay hits: L. mesenteroides G6PDH inhibition; 200,000 tested, 0.12% active; AID 1020; Purified L. mesenteroides G6PDH, diaphorase/resazurin coupled fluorescence, 45 min; inhibition, % at 5 µM; in the data active = inhibition above about 50%
APP 5'UTR act – activates APP 5'UTR luciferase reporter; activation, % at 2 µM; 190,000 tested, 1% active; SH-SY5Y APP 5'UTR luciferase reporter, luminescence; zero percent = DMSO vehicle wells; AID 1276;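 active = activation above a set limit, based on mean plus 3 SD of controls, cut at about 140% in these data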; also: values of inactives mirror those of a sister screen read the other way
FLuc act counter – affects firefly luciferase, flagging false hits in luciferase stimulation screens; activation factor at 10 µM; 200,000 tested, under 10 active; ATPlite luciferase biochemical, luminescence, 10 min; 0 = ATP-free wells, 1 = DMSO control; AID 1027;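 active = luciferase activation factor, scaled between plate controls, of at least 2 with compound at 10 µM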
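Assay system: Luciferase/luciferin detection reagent, cell-free biochemical luciferase assay / Read-out: luciferase activation / Benchmarks: No-ATP low control, compound-free enzyme-plus-ATP high control / Medium: PBS buffer for ATP / Detection: luminescence measurement of luciferase light output / Schedule: 10 min at ambient temperature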
Diaph act CS – counter-screen for diaphorase-based assays: diaphorase activators and chemical reducers; AID 1229; activation factor at 20 µM; 190,000 tested, 0.005% active; Diaphorase/resazurin coupled assay, resorufin fluorescence, 16 min; stronger effect = higher value; 1 = vehicle wells, 0 = NADH-free wells;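 active = diaphorase activity raised at least twofold by the compound at 20 µM; inactive = activation factor below 2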
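Material: purified diaphorase enzyme from Clostridium kluyveri / Medium: HEPES pH 7.4 buffer with MgCl2 and Tween 20 / Schedule: enzyme reaction of 16 min at room temperature / Measured by: resorufin fluorescence, excitation 544 nm, emission 590 nm / Evaluation: rise in resorufin formation, marking diaphorase activation or chemical reduction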
Active calls of the source: *; x = not tested or not shown.

SMILES	APP 5UTR inh	NF-kB expr up	FLuc inhib CS	Diaph inh CS	TLR4-MyD88 BLA	STAT1 activator	G6PDH counter	APP 5'UTR act	FLuc act counter	Diaph act CS
CCCNC(=S)N1CCN(Cc2ccc3c(c2)OCO3)CC1	0	1.1	-3	9	-6	94	-1	0	1	0.9
O=C1c2ccccc2C(O)N1Cc1ccco1 (stereo not drawn)	16	1	-7	1	-4	101	2	-16	1.1	1
O=C(CN1CCN(Cc2ccc(F)cc2)C1=O)NCc1cccs1	-6	1.1	-9	-1	x	x	12	6	1.1	1
O=C(OCc1ccccc1)/C(=C/c1ccc(Cl)cc1)NC(=O)c1ccccc1Cl	-18	1.1	-3	18	7	102	1	18	1	0.8
COc1ccc(CCNC(=O)Cn2nnc(-c3ccc(OC)c(OC)c3)n2)cc1OC	2	1	-5	x	-4	99	13	-2	1	x
COc1cccc(OC)c1C(=O)Nc1c(C)n(C)n(-c2ccccc2)c1=O	-12	0.97	-6	18	19	96	-7	12	1.1	0.8
CCN(c1ccccc1)S(=O)(=O)c1cccc(C(=O)NCC(c2cccs2)N(C)C)c1 (stereo not drawn)	1	1	-6	5	-11	92	-4	-1	1.1	0.9
Cc1c(NC(=O)Cn2ccc([N+](=O)[O-])n2)c(=O)n(-c2ccccc2)n1C	-14	1.5	-1	3	-8	99	14	14	1	1
Cc1cc(C)nc(N(C#N)CN2C(=O)c3ccccc3C2=O)n1	0	1	-2	-16	2	101	13	0	1	1.2
CN(CC(=O)Nc1cccc([N+](=O)[O-])c1)S(=O)(=O)c1ccccc1	-15	0.9	-3	16	2	98	4	15	1	0.8
CC(C)c1ccc(NC(=O)C2CC(=O)N(C(C)C)C2)cc1 (stereo not drawn)	15	1.1	-1	14	8	112	-5	-15	1	0.9
S=C(Nc1ccc2cn[nH]c2c1)Nc1ccccc1Cl	-21	1.9	8	2	3	114	-4	21	0.9	1
COC(=O)c1oc2ccc(Cl)cc2c1N	-25	1.8	14	13	-2	108	6	25	0.9	0.9
O=C(COCC(=O)N/N=C/c1ccc(F)cc1)N/N=C/c1ccc(F)cc1	21	1.1	21	5	5	99	-23	-21	0.8	0.9
O=C(N/N=C/c1cccc(F)c1)c1c(O)c2ccccc2[nH]c1=O	-13	1.6	-2	4	-2	94	-18	13	1	1
CCC(C)(c1nnnn1-c1c(C)cccc1C)N(N=O)c1ccccc1Cl (stereo not drawn)	-17	1.1	-2	20	-2	95	-3	17	1	0.8
CCn1c(SCC(=O)Nc2nonc2C)nnc1-c1ccoc1C	-7	1	-3	19	-3	95	5	7	1	0.8
COc1ccc(CN2CCN(C(=O)C3CC(=O)N(C4CCCCCC4)C3)CC2)c(OC)c1OC (stereo not drawn)	6	0.9	2	-4	14	94	12	-6	1	1
Cc1[nH]c2ccc(-c3nnc(SCC(=O)N4CCCc5ccccc54)o3)cc2c1C	8	1.1	-2	5	-14	88	6	-8	1	0.9
Cc1cc(C)c(-n2nnnc2SC(C)C)c(C)c1	6	1.8	-6	10	8	106	-5	-6	1.1	0.9

Reformatted with values under each structure: part of the list above
Screens in order: APP 5UTR inh | NF-kB expr up | FLuc inhib CS | Diaph inh CS | TLR4-MyD88 BLA | STAT1 activator | G6PDH counter | APP 5'UTR act | FLuc act counter | Diaph act CS
Cc1cc(C)nc(N(C#N)CN2C(=O)c3ccccc3C2=O)n1
→ 0 | 1 | -2 | -16 | 2 | 101 | 13 | 0 | 1 | 1.2
CN(CC(=O)Nc1cccc([N+](=O)[O-])c1)S(=O)(=O)c1ccccc1
→ -15 | 0.9 | -3 | 16 | 2 | 98 | 4 | 15 | 1 | 0.8
CC(C)c1ccc(NC(=O)C2CC(=O)N(C(C)C)C2)cc1 (stereo not drawn)
→ 15 | 1.1 | -1 | 14 | 8 | 112 | -5 | -15 | 1 | 0.9
S=C(Nc1ccc2cn[nH]c2c1)Nc1ccccc1Cl
→ -21 | 1.9 | 8 | 2 | 3 | 114 | -4 | 21 | 0.9 | 1
COC(=O)c1oc2ccc(Cl)cc2c1N
→ -25 | 1.8 | 14 | 13 | -2 | 108 | 6 | 25 | 0.9 | 0.9
O=C(COCC(=O)N/N=C/c1ccc(F)cc1)N/N=C/c1ccc(F)cc1
→ 21 | 1.1 | 21 | 5 | 5 | 99 | -23 | -21 | 0.8 | 0.9
O=C(N/N=C/c1cccc(F)c1)c1c(O)c2ccccc2[nH]c1=O
→ -13 | 1.6 | -2 | 4 | -2 | 94 | -18 | 13 | 1 | 1
CCC(C)(c1nnnn1-c1c(C)cccc1C)N(N=O)c1ccccc1Cl (stereo not drawn)
→ -17 | 1.1 | -2 | 20 | -2 | 95 | -3 | 17 | 1 | 0.8
CCn1c(SCC(=O)Nc2nonc2C)nnc1-c1ccoc1C
→ -7 | 1 | -3 | 19 | -3 | 95 | 5 | 7 | 1 | 0.8
COc1ccc(CN2CCN(C(=O)C3CC(=O)N(C4CCCCCC4)C3)CC2)c(OC)c1OC (stereo not drawn)
→ 6 | 0.9 | 2 | -4 | 14 | 94 | 12 | -6 | 1 | 1
Cc1[nH]c2ccc(-c3nnc(SCC(=O)N4CCCc5ccccc54)o3)cc2c1C
→ 8 | 1.1 | -2 | 5 | -14 | 88 | 6 | -8 | 1 | 0.9
Cc1cc(C)c(-n2nnnc2SC(C)C)c(C)c1
→ 6 | 1.8 | -6 | 10 | 8 | 106 | -5 | -6 | 1.1 | 0.9

(cont.)
SMILES	APP 5UTR inh	NF-kB expr up	FLuc inhib CS	Diaph inh CS	TLR4-MyD88 BLA	STAT1 activator	G6PDH counter	APP 5'UTR act	FLuc act counter	Diaph act CS
Cc1ccc(C2NC(=O)Cc3ccccc32)cc1 (stereo not drawn)	3	0.83	-6	-11	6	100	2	-3	1.1	1.1
CC(=O)N1CCN(C(=S)NCCc2ccccc2)CC1	6	1.6	-3	9	3	106	-3	-6	1	0.9
CN1C(=O)CC(NNC(=O)c2ccccc2)C1=O (stereo not drawn)	-33	1.1	-4	17	-2	97	2	33	1	0.8
O=C(CSc1ncccn1)N1CCN(C(=O)CSc2ncccn2)CC1	8	1.1	-10	0	-5	102	7	-9	1.1	1
CCCC(=O)c1ccc(N2CCCCCC2)c(F)c1	-8	2.1	16	13	7	114	-1	8	0.8	0.9
CCOc1ccccc1C1CC(c2cccc(NS(C)(=O)=O)c2)=NN1C(=O)c1ccccc1 (stereo not drawn)	-7	1	-1	25	-12	90	-2	7	1	0.8
O=C(c1cccc(Cl)c1)N1CCC(=O)N(C(COCc2cccc(Cl)c2)Cc2ccccc2)CC1 (stereo not drawn)	-6	0.88	-4	22	-10	108	12	6	1	0.8
FC(F)(F)c1cccc(NCc2n[nH]c(=S)n2C2CCCCC2)c1	12	0.94	-9	23	6	100	3	-11	1.1	0.8
COc1ccc(OC)c(NC(=O)CCN2CC(C)OC(C)C2)c1 (stereo not drawn)	1	1.1	-6	9	-1	104	-3	-1	1.1	0.9
CCCn1c(C)cc(C(=O)CSc2nnc3n(CCC)c(=O)c4ccccc4n23)c1C	x	x	-8	6	x	x	6	x	1.1	0.9
O=C(NCCc1ccccc1)/C(=C\c1ccc([N+](=O)[O-])cc1)NC(=O)c1ccccc1	-8	1	-5	16	10	97	5	9	1.1	0.8
CC(c1ccccc1)n1cc(C(=O)NCc2cccnc2)nn1 (stereo not drawn)	4	0.97	-1	3	-9	99	0	-4	1	1
O=C1c2ccccc2C(=O)N1CCCc1nc(-c2ccc(Cl)cc2)no1	-19	1	-7	24	-5	96	6	19	1.1	0.8
CCSc1cnc(-c2ccccc2)n1CC	1	1	0	14	-14	97	6	-1	1	0.9
OCC1(Cc2ccccc2)CCCN(Cc2cn[nH]c2-c2ccccc2)C1 (stereo not drawn)	-2	1.3	-4	11	-3	104	11	2	1	0.9
COc1ccc(NC(=O)CSc2nnc(Cc3cccn3C)n2-c2ccc(F)cc2)cc1	-3	1	-5	13	-9	93	-11	3	1.1	0.9
CCN1CCN(S(=O)(=O)c2cc(OC)c(Cl)cc2OC)CC1	20	1.1	-7	9	5	102	0	-19	1.1	0.9
Cc1cc2ncn(-c3ncnc4sc(C)c(C)c34)c2cc1C	-5	0.89	-6	19	5	98	-2	5	1.1	0.8
O=C(O)CCc1ccc(-c2ccc(F)cc2)n1CCC(=O)O	-3	1	-4	10	5	103	-9	3	1	0.9
CC1CCN(C(=O)CN(c2cccc(F)c2)S(C)(=O)=O)CC1	-1	1.2	-2	-3	9	104	1	1	1	1
CCC(C(=O)OCC(=O)Nc1cc(C)ccc1OC)c1ccccc1 (stereo not drawn)	-3	1.2	1	-5	8	104	0	3	1	1.1
Cc1nnc2c3ccccc3c(Cl)nn12	-16	1.2	-1	15	-3	91	22	16	1	0.9
CCCCNC(=O)Nc1ccccn1	10	1.4	-7	4	-16	104	10	-10	1.1	1
Cc1nc2ccccc2c(=O)n1NC(=O)c1cccnc1Cl	-16	0.84	-3	-1	-20	96	4	16	1	1
